DAGLB inh – DAGLB lipase inhibitors, primary screen, biochemical, fluorescence, HTS; Diacylglycerol lipase-beta (Homo sapiens), Q8NCG7; HEK293T DAGLB membrane lysate, EnzChek fluorogenic substrate; inhibition, % at 5.17 µM; 340,000 tested, 0.059% active; in the data active means inhibition above about 34%;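 further: 0% = enzyme with vehicle and 100% = wells lacking enzyme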
Arr AP2 block – inhibitors of beta-arrestin/AP2 binding, primary screen, biochemical, GPCR trafficking, flow cytometry. 340,000 tested, 0.31% active. AID 504490, 2011. beta-arrestin 1 C-terminal peptide binding to AP2 beta2-adaptin appendage (human). FITC-arrestin peptide / GST-AP2 beads; AP2 beta2 appendage carries R879A mutation. inhibition, % at 10 µM;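 active means inhibition above a set limit, near 3 SD of compounds lacking own fluorescence, cut at about 54% in these data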;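 further: plate controls were DMSO wells for no effect and 5 µM unlabelled arrestin peptide for full effect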
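system = GST-tagged AP2 beta2-adaptin appendage (R879A) on 4 µm glutathione beads | reagent = FITC-labelled arrestin peptide probe, 50 nM final | schedule = compound with beads 12 min RT, then probe 1 h RT | signal = HyperCyt-sampled flow cytometry, FL1 channel, ex 488/em 535 nm | read-out = percent response from loss of bead-bound FITC fluorescence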
HTR5A ag ctr – HTR5A agonists in luminescence cell assay, primary screen, counter-screen for OPRM1-OPRD1 heterodimer agonist project, full-deck HTS. cell-based. activation, % at 9.3 µM. 5-hydroxytryptamine receptor 5A (Homo sapiens), P47898. 340,000 tested, 0.61% active; in the data active means activation mostly above about 9.5%, no sharp cut-off; inactive means mostly below about 7.6%;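 further: 0% = cells with vehicle only and 100% = reference agonist; strong numbers were not always called active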
Target sequence (P47898 whole entry, looked up): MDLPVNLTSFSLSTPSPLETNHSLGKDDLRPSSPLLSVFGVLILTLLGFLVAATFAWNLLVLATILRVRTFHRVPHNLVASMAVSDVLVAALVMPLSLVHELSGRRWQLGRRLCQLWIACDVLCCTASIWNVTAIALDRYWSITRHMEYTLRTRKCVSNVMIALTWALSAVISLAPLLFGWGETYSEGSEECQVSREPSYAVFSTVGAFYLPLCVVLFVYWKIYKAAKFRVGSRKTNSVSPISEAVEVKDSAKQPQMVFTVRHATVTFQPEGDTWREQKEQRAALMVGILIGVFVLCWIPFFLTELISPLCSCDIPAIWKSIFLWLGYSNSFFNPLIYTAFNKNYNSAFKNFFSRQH
OPRM1-OPRD1 ag – agonists of OPRM1-OPRD1 heterodimerization, primary screen, cell-based, luminescence. 340,000 tested, 0.3% active. cells. AID 504326, 2011. activation, % at 9.3 µM; in the data active means activation above about 18%;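 further: 0% = vehicle-treated cells and 100% = reference agonist; values of inactives mirror those of a sister screen read the other way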
PKA-R2B act – activators of PKA-R2B holoenzyme, primary screen, biochemical, fluorescence polarization, Cy5-IP20, human; cAMP-dependent protein kinase catalytic subunit beta (Homo sapiens) + cAMP-dependent …; PKA-R2B holoenzyme dissociation; R2B truncated from residue 108, S112A mutant; 0% DMSO only, 100% 113 µM cGMP; activation, % at 11.4 µM; 340,000 tested, 0.079% active; AID 504700, 2011;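 active means activation above a cutoff set at the mean over all compounds plus 3 SD, cut at about 18% in these data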;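 further: higher means more holoenzyme dissociation and a rise in polarization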
Target sequence (P31323 whole entry, looked up, other chains not shown, the tested form may be a part): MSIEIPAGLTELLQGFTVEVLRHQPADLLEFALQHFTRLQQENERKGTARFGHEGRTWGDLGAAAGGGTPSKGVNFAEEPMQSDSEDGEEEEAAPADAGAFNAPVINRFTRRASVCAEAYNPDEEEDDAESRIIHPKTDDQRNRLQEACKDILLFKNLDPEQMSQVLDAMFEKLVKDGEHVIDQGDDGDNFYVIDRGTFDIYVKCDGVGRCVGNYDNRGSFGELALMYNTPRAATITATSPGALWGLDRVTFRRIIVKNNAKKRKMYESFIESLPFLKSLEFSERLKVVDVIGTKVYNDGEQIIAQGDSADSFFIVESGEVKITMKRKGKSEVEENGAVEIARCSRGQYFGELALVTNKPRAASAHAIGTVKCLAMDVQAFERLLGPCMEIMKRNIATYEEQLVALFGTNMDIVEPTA
PKA-R1A activ – activators of PKA-R1A holoenzyme, primary screen, biochemical, fluorescence polarization, Cy5-IP20, bovine R1A, mouse PKAc; cAMP-dependent protein kinase type I-alpha regulatory subunit (Bos taurus) + …; PKA-R1A dissociation; scaled: DMSO 0%, 113 µM cGMP 100%; activation, % at 11.4 µM; 340,000 tested, 0.083% active; AID 504707, 2011;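 active means percent activation above the mean of all tested compounds plus 3 SD, cut at about 19% in these data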;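 further: higher means more PKAc released from R1A so a rise in polarization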
Pemphigus Ab inh – inhibitors of pemphigus antibody binding to DSG3, primary screen, biochemical, bead-based, flow cytometry, scFv-GFP; Desmoglein-3 (Homo sapiens), P32926; DSG3-coupled beads, scFv-anti-DSG3-GFP binding; hits give low values; binding (percent of control), % at 10 µM; 310,000 tested, 0.48% active;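 active means binding more than 3 SD below its plate's average and above zero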;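 further: hits lower antibody fragment binding to DSG3; some compounds called inactive have numbers as strong as hits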
V-ATPase pHluor – regulators of yeast V-ATPase proton pumping, primary screen, pHLuorin cytosolic pH fluorescence; AID 504577, 2011; S. cerevisiae; 350,000 tested, 0.37% active; response, % at 10 µM; in the data active means response mostly above about 7.3%, no sharp cut-off; inactive means mostly below about 5.4%; further: actives read high; inactives centre near 0; some compounds called inactive have numbers as strong as hits; reference of the scale not given here
HTR5A inv ctr – HTR5A inverse agonists in luminescence cell assay, primary screen, counter-screen for OPRM1-OPRD1 heterodimer inverse agonist project, full-deck HTS; inhibition, % at 9.3 µM; 340,000 tested, 0.083% active; HTR5A cell line, inverse agonism; in the data active means inhibition mostly above about 23%, no sharp cut-off; inactive means mostly below about 18%;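 further: 0% = cells with DMSO and 100% = no-cell wells with DMSO; some compounds called inactive have numbers as strong as hits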
OPRM1-OPRD1 inv – inverse agonists of MOR-DOR heterodimerization, primary screen, cell-based, luminescence | Mu-type opioid receptor (Homo sapiens) + Delta-type opioid receptor (Homo sapiens), … | cell-based MOR-DOR heterodimer luminescence, inverse agonism | inhibition, % at 9.3 µM | 340,000 tested, 0.21% active | AID 504357, 2011; in the data active means inhibition above about 22%, passing the limit was not always enough;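 further: 0% = cells with DMSO and 100% = wells without cells with DMSO; values of inactives mirror those of a sister screen read the other way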
Numbers without * were called inactive; · = no result given.

SMILES | DAGLB inh | Arr AP2 block | HTR5A ag ctr | OPRM1-OPRD1 ag | PKA-R2B act | PKA-R1A activ | Pemphigus Ab inh | V-ATPase pHluor | HTR5A inv ctr | OPRM1-OPRD1 inv
CCOc1ccc(Nc2nc(C)cc(C)c2C#N)cc1 | -2 | 13 | -2 | 1.1 | -1 | -2 | 89 | 0 | 4 | -7
Cn1c(CCc2ccccc2)n[nH]c1=S | 3 | -4 | 0 | -1.2 | -8 | -3 | 112 | -3 | 4 | 6
Cc1cc(NC2=CC(=O)C(=O)c3ccccc32)no1 | 0 | 33 | 2 | 8.8 | -3 | 4 | 91 | -1 | -7 | -45
CC1(C)C(=O)CC[C@]2(C)C3C(=O)C=C4[C@H]5C[C@@](C)(C(=O)O)CC[C@]5(C)CC[C@]4(C)[C@]3(C)CC[C@@H]12 (stereo partly specified) | 1 | · | 3 | -2.0 | -6 | 6 | 105 | 3 | -41 | 11
Cn1nc(C(F)(F)F)c(/C=N/OC(=O)c2ccccc2)c1SCc1ccc(Cl)cc1 | -3 | 8 | 4 | 0.5 | 9 | 8 | 100 | 0 | -12 | -2
Cc1nn(-c2cccc(Cl)c2)c2nc(-c3ccncc3)cc(C(=O)N3CCOCC3)c12 | 1 | -1 | -4 | 1.0 | 10 | -2 | 113 | 0 | 12 | -5
O=C(O)c1cccc(NS(=O)(=O)c2ccc(S(=O)(=O)N3CCOCC3)cc2)c1 | 2 | 26 | 0 | -2.9 | 11 | 2 | 106 | 5 | -1 | 12
CC(Oc1ccc(Cl)cc1Cl)C(=O)Nc1ncccn1 (stereo unspecified) | -3 | -5 | 4 | -3.7 | -3 | -7 | 98 | -3 | -15 | 20
O=C(CC1C(=O)NCCN1CC1CCCCC1)NCc1cccc(F)c1F (stereo unspecified) | 5 | 9 | 7 | 1.1 | 0 | -4 | 112 | · | -6 | -8
O=C(CCC(=O)N/N=C/c1ccc(Br)s1)NCc1ccccc1 | 0 | 1 | 3 | -0.6 | 4 | 15 | 107 | 0 | -11 | 3
CC(C)CNC(=O)C1CCN(CC2CCCCC2)CC1 | 0 | 9 | 1 | -1.8 | 3 | -15 | 95 | 1 | -4 | 9
COC(=O)C(Cc1ccc(OC(=O)c2ccc(Cl)cc2)cc1)N1Cc2ccccc2C1=O (stereo unspecified) | -8 | 24 | -6 | -1.6 | -8 | -8 | 106 | -2 | -5 | 7
Cc1cc(C)c2c(N=CN(C)C)c(C(=O)N3CCN(c4ncccn4)CC3)sc2n1 | 1 | 13 | -2 | -1.4 | -1 | -2 | 100 | -2 | 5 | 8
NC1=NC(c2ccccc2)=NC1(NC(=O)c1ccccc1)C(Cl)Cl (stereo unspecified) | -1 | 14 | -4 | -1.5 | -5 | 4 | 107 | 0 | -7 | 8
CCN(c1ccccc1)S(=O)(=O)c1ccc(OC)c(NC(=O)c2cc(Cl)ccn2)c1 | -1 | -2 | -3 | -2.9 | -9 | -4 | 105 | -3 | 25 | 19
CS(=O)(=O)N(CC(=O)NCCSc1ccc(Cl)cc1)c1ccc2c(c1)OCO2 | -5 | -6 | -5 | -0.4 | -7 | 4 | 102 | -1 | 16 | 2
O=C(/C(=C/c1ccc(Cl)cc1)c1nc2ccccc2[nH]1)c1ccccc1 | 4 | 5 | -1 | 4.6 | -7 | -5 | 104 | 5 | -27 | -28
COc1ccc(C(=O)/C=C/c2cn(CC(O)CN3CCN(C)CC3)c3ccccc23)cc1OC (stereo unspecified) | 0 | -13 | 8 | -2.1 | -2 | 2 | · | -2 | -21 | 10
Cn1nc([N+](=O)[O-])nc1Oc1ccccc1C(=O)N1CCOCC1 | 0 | -4 | -3 | -1.6 | -2 | -7 | 94 | 2 | 8 | 8
Cn1c(CSCCOc2ccccc2)n[nH]c1=S | 0 | -4 | -3 | -2.3 | -2 | -3 | 111 | -2 | 7 | 12
CC1(C)CC(=O)c2c(O)cc(OCc3ccc(Br)cc3)cc2O1 | -12 | 0 | -5 | -0.2 | -2 | 7 | 100 | 4 | 6 | 1
CCCN(CC(=O)Nc1ccccc1C)C(=O)C1CC(=O)N(c2cccc(C)c2C)C1 (stereo unspecified) | 0 | -9 | -2 | -1.4 | -11 | 17 | 98 | 1 | 6 | 7
CCOC(=O)C1CCN(C(=O)COc2ccc(Br)cc2C)CC1 | -1 | -4 | -4 | -1.9 | -3 | -11 | 107 | -1 | -18 | 10
CS(=O)(=O)c1ccc(Cl)c(NC(=O)CCN2C(=O)C3CC=CCC3C2=O)c1 (stereo unspecified) | -2 | -11 | -4 | -1.0 | 1 | -5 | · | 0 | 10 | 4
CCOC(=O)C1CCN(C(=O)c2cc3cc4ccc(OC)cc4nc3o2)CC1 | -2 | -12 | -5 | 0.2 | 7 | 0 | 98 | 3 | 3 | -1
O=C(O)CCSc1ccc([N+](=O)[O-])cc1[N+](=O)[O-] | -13 | 17 | 1 | 3.6 | -7 | -8 | 111 | 1 | -3 | -19
CN(C)S(=O)(=O)c1ccc(C(=O)Nc2nnc(SCc3cccc4ccccc34)s2)cc1 | 1 | 5 | 3 | -2.4 | -8 | -3 | 99 | · | -4 | 11
COc1cccc(NC(=O)c2cc(=O)c3ccccc3o2)c1 | -1 | 44 | -2 | -3.3 | -6 | -6 | 104 | -3 | 1 | 17
c1ccc(N2CCN(c3nnc(Cc4cccnc4)c4ccccc34)CC2)nc1 | 2 | 8 | 4 | -2.7 | -3 | -22 | 101 | -4 | -14 | 14
O=S1(=O)N[C@H](c2ccccc2)C[C@H](c2ccc(C(F)(F)F)cc2)O1 | -2 | 38 | 6 | -1.1 | -16 | -15 | 108 | 1 | -17 | 6
CC(C(=O)O/N=C(\N)c1ccccn1)c1ccc([N+](=O)[O-])cc1 (stereo unspecified) | 2 | 1 | 5 | -0.4 | -13 | -13 | 113 | 1 | -14 | 2
OCC(CO)(CO)N=Cc1c(O)ccc2ccccc12 | 2 | 12 | -2 | 6.5 | -5 | -11 | 95 | 2 | -13 | -35
CCOc1ccc(-c2nnc3sc(COc4ccccc4)nn23)cc1 | 0 | -3 | 4 | -0.6 | 4 | -6 | 94 | -3 | -4 | 3
Cc1cccc(C(=O)NNC(=O)c2ccc(Cl)cc2)c1O | 2 | -2 | -12 | -1.3 | 3 | -8 | 139 | 3 | 26 | 6
Cc1ccc(C(=O)NCc2ccc(Cl)cc2)cc1S(=O)(=O)N1CCCCC1 | -5 | 46 | -3 | -2.1 | -7 | 9 | · | 6 | -15 | 8
Cc1cccc(NC(=O)COC(=O)c2ccc3nc(C)c(C)nc3c2)c1 | -6 | 8 | -3 | -3.9 | -13 | 3 | 101 | -1 | -2 | 15
CN(C)c1cccc(NC(=O)c2cccc3ccccc23)c1 | 2 | -1 | -2 | -1.6 | -5 | 5 | 108 | 2 | 7 | 7
COc1ccc(C(=O)Nc2ccc(-c3nnn(CC(=O)NCc4ccco4)n3)cc2)cc1 | 2 | -6 | -3 | -3.0 | 11 | -3 | 97 | 2 | -2 | 15
COCCn1c(CN2CCN(c3cccc(Cl)c3)CC2)nc2c1c(=O)n(C)c(=O)n2C | 5 | 8 | 4 | 1.6 | 4 | -10 | 108 | -1 | -11 | -10
COc1ccccc1CNC(=O)C1CC(c2ccccc2[N+](=O)[O-])=NO1 (stereo unspecified) | -6 | 7 | 2 | -2.1 | 5 | 9 | 107 | -1 | -28 | 12
CC(=O)Nc1ccc(-c2csc(Nc3cc(C)ccn3)n2)cc1 | 4 | -21 | 10 | -0.8 | -5 | -2 | · | -6 | -7 | 4
O=C(/C=C/NCc1cccnc1)c1ccc(-c2ccccc2)cc1 | 5 | -6 | 1 | -1.9 | -6 | -8 | 124 | 0 | -3 | 9
Cc1ccc2sc(NNC(=O)C3=COCCO3)nc2c1C | 0 | 45 | 4 | -1.4 | 0 | -7 | 98 | 2 | -11 | 8
CC(NC(=O)COC(=O)c1ccccc1SCC(=O)N1CCCC1)c1ccccc1 (stereo unspecified) | 4 | -6 | 7 | 3.7 | -3 | 1 | 98 | 2 | -20 | -24
COc1ccccc1N1CCN(S(=O)(=O)CCNC(=O)/C=C/c2ccc3c(c2)OCO3)CC1 | 0 | · | · | · | 6 | 12 | 104 | -1 | · | ·
Brc1ccc(-c2nn3c(-c4ccccn4)nnc3s2)o1 | 0 | 6 | 0 | -3.2 | -10 | 9 | 98 | -1 | 11 | 17
O=C(c1ccc(S(=O)(=O)N2CCCCCC2)cc1)N1CCN(Cc2ccccc2)CC1 | -3 | -5 | 2 | -3.0 | -4 | 9 | · | 4 | -13 | 11
CC1(C)Cc2c(cnn2-c2ccccc2)C(NC(=O)c2ccoc2)C1 (stereo unspecified) | -3 | 22 | 0 | -2.9 | 7 | -8 | · | 1 | 1 | 16
Cc1nnc(NC(=O)CSc2nccn2-c2ccc(F)cc2)s1 | 0 | 5 | 2 | -2.3 | -1 | -1 | 95 | 4 | -39 | 12
CCOc1ccc(NC(=O)CN(C)C(=O)c2cc(-c3ccc(OC)cc3)nc3ccccc23)cc1OCC | 2 | -13 | 7 | 1.1 | -2 | -13 | 96 | -5 | 4 | -7
c1ccc(CCn2nnnc2C(c2cccnc2)N2CCN(c3ccccc3)CC2)cc1 (stereo unspecified) | 0 | -2 | -1 | -0.5 | -3 | -8 | 101 | 2 | -21 | 3
O=C(COC(=O)c1cncc(Br)c1)NCc1ccc2c(c1)OCO2 | 1 | 10 | 0 | -0.2 | -7 | 5 | 110 | -4 | -1 | 1
CCOc1ccc(OCC)c(NC(=O)CN2CCN(c3cc(C)ccc3C)CC2)c1 | -24 | 1 | 0 | 0.2 | -2 | -5 | 96 | -4 | -10 | -1

Fetched by structure from above:
SMILES | DAGLB inh | Arr AP2 block | HTR5A ag ctr | OPRM1-OPRD1 ag | PKA-R2B act | PKA-R1A activ | Pemphigus Ab inh | V-ATPase pHluor | HTR5A inv ctr | OPRM1-OPRD1 inv
Brc1ccc(-c2nn3c(-c4ccccn4)nnc3s2)o1 | 0 | 6 | 0 | -3.2 | -10 | 9 | 98 | -1 | 11 | 17
CC1(C)Cc2c(cnn2-c2ccccc2)C(NC(=O)c2ccoc2)C1 (stereo unspecified) | -3 | 22 | 0 | -2.9 | 7 | -8 | · | 1 | 1 | 16

Source: PubChem

Rows were taken by chance; 2.4% or so of the library scored in one or more.
